# VIM-2 inh: VIM-2 metallo-beta-lactamase inhibitors, primary screen, biochemical, epi-absorbance readout, Pseudomonas aeruginosa enzyme | purified VIM-2, nitrocefin hydrolysis, epi-absorbance fluorescence | inhibition, % at 5.6 µM | 290,000 tested, 0.89% active | AID 1527, 2009;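 active means inhibition above the mean of all tested compounds plus 3 SD, cutoff set per screening run, cut at about 7.5% in these data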;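 further: red hydrolysis product quenches plate fluorescence so inhibitors raise well fluorescence; 0% = enzyme with DMSO and 100% = DMSO without enzyme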
# V1aR counter: agonists of human V1a receptor, primary screen, counter-screen for OXTR agonist project, fluorescence, CHO-V1R cells; Vasopressin V1a receptor (Homo sapiens), P37288; Fluo-8 calcium fluorescence, agonist mode; 0% DMSO, 100% 3 nM vasopressin; activation, % at 3 µM; 320,000 tested, 0.25% active; AID 2797, 2010;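 active means activation above the mean activation of all tested compounds plus 3 SD, per screening run, cut at about 20% in these data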;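 further: signal is peak over basal fluorescence ratio across a 100 second FLIPR read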
# Target sequence (P37288 whole entry, looked up): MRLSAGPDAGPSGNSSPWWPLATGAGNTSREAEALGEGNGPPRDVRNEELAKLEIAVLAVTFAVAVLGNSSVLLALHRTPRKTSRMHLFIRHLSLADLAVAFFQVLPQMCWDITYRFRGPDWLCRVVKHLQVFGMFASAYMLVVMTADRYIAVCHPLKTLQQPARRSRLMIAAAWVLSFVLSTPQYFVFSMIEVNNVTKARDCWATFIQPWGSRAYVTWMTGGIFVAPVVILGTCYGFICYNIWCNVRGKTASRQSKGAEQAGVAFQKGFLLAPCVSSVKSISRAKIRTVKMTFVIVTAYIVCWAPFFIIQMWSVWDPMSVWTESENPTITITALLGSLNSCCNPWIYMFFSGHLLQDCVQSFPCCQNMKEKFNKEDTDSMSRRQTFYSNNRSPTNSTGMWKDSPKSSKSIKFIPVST
# DNA FID counter: compounds displacing fluorescent DNA intercalator, primary screen, artefact control for HCV NS3 helicase inhibitor project, biochemical, FID fluorescence; AID 1845, 2009; inhibition, % at 7.9 µM; 290,000 tested, 0.17% active; DNA fluorescent intercalator displacement; in the data active means inhibition above about 37%;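 further: 0% = vehicle and 100% = reference compound; higher means more ethidium bromide displaced from hairpin DNA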
# NS3 helicase inh: inhibitors of HCV NS3 helicase, primary screen, biochemical, Cy5 molecular beacon fluorescence; NS3 helicase DNA unwinding; 290,000 tested, 0.56% active; Hepatitis C virus NS3 helicase; inhibition, % at 10.9 µM;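 active means inhibition above the mean of all tested compounds plus 3 SD, set per campaign, cut at about 35% in these data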;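 further: 0% = DMSO wells and 100% = thioflavine S control wells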
#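 test system = hepatitis C virus NS3 helicase domain fragment enzyme | reagent = annealed dual-labelled DNA beacon duplex, ATP-started | times = 1 h at 25 °C | detection = Cy5 fluorescence, 0 and 60 min reads | read-out basis = percent inhibition from t60/t0 fluorescence ratio | control set = DMSO and thioflavine S | replication = one well per compound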
# IMP-1 inh: IMP-1 metallo-beta-lactamase inhibitors, primary screen, biochemical, epi-absorbance readout, Pseudomonas aeruginosa enzyme | inhibition, % at 5.6 µM | metallo-beta-lactamase IMP-1 (Pseudomonas aeruginosa) | 290,000 tested, 0.45% active | AID 1556, 2009 | purified IMP-1, nitrocefin hydrolysis, epi-absorbance fluorescence;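 active means inhibition above the mean plus 3 SD of all compounds in the same screening run, cut at about 4.5% in these data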;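 further: 0% = IMP-1 with DMSO and 100% = DMSO wells lacking enzyme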
#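 System: Purified IMP-1 | Read-out basis: Percent enzyme inhibition | Controls: IMP-1 with DMSO as 0%, enzyme-free DMSO as 100% | Replicates: One well per compound | Doses: 5.6 µM nominal single concentration | Detection: Epi-absorbance fluorescence, 480 nm excitation, 530 nm emission | Incubation: 25 °C, 15 min preincubation, 25 min reaction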
# OXTR agonist: human OXTR agonists, primary screen, fluorescence, CHO-OTR cells, Fluo-8 calcium. Fluo-8 calcium fluorescence; normalized: DMSO 0%, oxytocin 100%. activation, % at 3 µM. 320,000 tested, 0.32% active;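 active means activation above the mean of all tested compounds plus 3 SD, cutoff set per screening run, cut at about 20% in these data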;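 further: peak over basal fluorescence ratio from a 100 s FLIPR kinetic read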
# PHOSPHO1 block: PubChem AID 1565 | Phosphoethanolamine/phosphocholine phosphatase (Homo sapiens), Q8TCT1 | recombinant PHOSPHO1, absorbance phosphatase assay | inhibition, % at 13.3 µM | 290,000 tested, 1.1% active; in the data active means inhibition above about 60%
# Target sequence (Q8TCT1 whole entry, looked up): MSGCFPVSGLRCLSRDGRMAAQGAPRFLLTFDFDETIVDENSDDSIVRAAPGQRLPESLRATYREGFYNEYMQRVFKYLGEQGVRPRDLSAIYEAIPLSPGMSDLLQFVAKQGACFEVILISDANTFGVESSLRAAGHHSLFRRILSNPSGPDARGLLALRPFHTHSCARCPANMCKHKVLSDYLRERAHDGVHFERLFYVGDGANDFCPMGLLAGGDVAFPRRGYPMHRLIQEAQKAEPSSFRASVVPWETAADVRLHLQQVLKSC
# GPR7 antag: GPR7 receptor antagonists, primary screen, cell-based, fluorescence, single concentration; Neuropeptides B/W receptor type 1 (Homo sapiens), P48145; GPR7-expressing cells, fluorescence antagonist assay; inhibition, % at 4.4 µM; 290,000 tested, 1.1% active; AID 1861, 2009; in the data active means inhibition above about 16%, passing the limit was not always enough;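 further: cells stimulated with the agonist NPW; 0% = agonist with vehicle and 100% = vehicle without agonist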
# GalR3 antag: GalR3 antagonists in HEK293 cells, primary screen, cell-based, fluorescence readout; 360,000 tested, 0.44% active; Galanin receptor type 3 (Homo sapiens), O60755; HEK293 GalR3-CNG cAMP membrane potential fluorescence; galR3 body fused to GalR1 C-terminus; inhibition, % at 3 µM;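 active means inhibition above the screen-wide average plus 3 SD, cut at about 13% in these data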;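 further: forskolin and galanin both at EC90 stimulate the cells; cAMP rise reported by CNG channel membrane potential dye signal; 0% = forskolin plus galanin with DMSO and 100% = forskolin alone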
# Target sequence (O60755 1-299 limits assumed): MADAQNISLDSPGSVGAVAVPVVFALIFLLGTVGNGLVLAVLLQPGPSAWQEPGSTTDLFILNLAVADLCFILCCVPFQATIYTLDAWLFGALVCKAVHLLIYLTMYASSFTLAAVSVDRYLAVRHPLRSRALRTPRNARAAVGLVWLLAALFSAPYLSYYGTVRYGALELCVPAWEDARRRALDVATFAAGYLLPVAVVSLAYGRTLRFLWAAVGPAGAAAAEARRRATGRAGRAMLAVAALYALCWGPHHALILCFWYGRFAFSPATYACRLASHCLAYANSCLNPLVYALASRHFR
# An asterisk follows results filed as active; x = no result given.
item	Compound	VIM-2 inh	V1aR counter	DNA FID counter	NS3 helicase inh	IMP-1 inh	OXTR agonist	PHOSPHO1 block	GPR7 antag	GalR3 antag
1	O=C1CCC(C(=O)N2CCN(c3cnccn3)CC2)CN1CCc1cccc(F)c1 (stereo unspecified)	-0.7	2.8	-33	5	-0.1	-0.4	28	3	-5
2	OCCn1c(CSc2nc3ccccc3n2CCO)nc2ccccc21	-2.0	0.5	-8	5	-5.4	-0.3	23	2	0
3	O=C(N1CCOCC1)N1CCCC(c2nc(-c3cccs3)no2)C1 (stereo unspecified)	-5.0	0.3	-17	2	-3.5	2.4	1	-5	-6
4	Cc1cccc(Nc2ncccc2C(=O)NCc2cccs2)c1C	-0.3	3.5	-10	-15	-1.4	4.7	36	2	2
5	CC1(C)C2CCC1(C)C1(C2)NC(=O)c2ccccc2O1 (stereo unspecified)	-3.1	-1.4	-20	-3	-2.9	-2.5	2	-7	-5
6	CCCCCOC(=O)Cn1c(N2CCCCCC2)nc2c1c(=O)[nH]c(=O)n2C	-1.0	-1.6	-10	-1	-0.9	-2.4	-22	-8	-1
7	Cc1ccc2nc(SCC(=O)N(CC(C)C)c3c(N)n(Cc4ccccc4)c(=O)[nH]c3=O)[nH]c2c1	-3.0	-0.8	-33	1	-4.9	-0.3	21	-7	4
8	CC(C)c1ccc(/C=C(\c2nc3ccccc3[nH]2)S(=O)(=O)c2ccccc2)cc1	-1.7	-0.4	-22	-11	-2.5	-2.4	-6	28*	1
9	C=CCOC(=O)c1sc(NC(=O)c2ccc(OC)cc2)nc1C	-0.5	-0.1	-5	-5	-2.1	-0.1	41	-2	-6
10	Cc1nnc(SCc2ccccc2)n1CC1CCCO1 (stereo unspecified)	-4.1	0.6	-7	2	-2.5	-0.8	-21	-7	-3
11	CCOC(=O)c1sc(NC(=O)CC)c(C#N)c1C	1.2	2.9	6	3	-3.4	-0.3	-5	-8	-4
12	O=C(CN1CCCCC1)Nc1ccccc1	0.8	1.0	-1	6	-1.4	-0.7	11	4	-3
13	CC1CCCCN1C(=O)c1ccc(Br)o1 (stereo unspecified)	-2.8	0.8	-6	5	-1.8	0.2	x	8	0
14	CC(C)(C)n1nc(-c2ccc(Cl)cc2)c2c(N)ncnc21	0.5	-1.5	-5	2	-2.6	-2.3	29	-6	-2
15	O=c1[nH]nc(C(F)(F)F)c2nnn(Cc3ccccc3Cl)c12	-2.5	0.2	-5	0	-1.8	0.3	15	10	-8
16	CCNC(=S)NNC(=O)c1ccc(OC(F)F)cc1	-4.5	0.8	-5	0	-3.3	-0.5	73*	-2	2
17	COc1ccc(/C=N/NC(=O)C(C)n2nnc3ccccc32)cc1OC (stereo unspecified)	-5.6	0.1	-18	0	0.4	-0.2	2	-11	3
18	CNNC(=O)C(=O)NNS(=O)(=O)c1ccccc1	0.2	0.1	1	8	0.2	0.2	6	-4	-5
19	CC1Cc2ccccc2N1S(=O)(=O)c1cccc(C(=O)N2CC(=O)Nc3ccccc32)c1 (stereo unspecified)	-3.1	1.0	-30	15	-2.2	-1.1	24	-10	4
20	CCN(CC)CC(=O)NC1CCCc2c1cnn2-c1cc(F)cc(F)c1 (stereo unspecified)	-4.0	1.7	11	0	-2.5	0.1	x	-13	4
21	O=C(Cc1n[nH]c(=O)c2ccccc12)Nc1cccc(S(=O)(=O)N2CCCC2)c1	2.1	0.5	-9	-5	-0.6	0.2	24	11	-5
22	Cc1c(C2(O)C(=O)Nc3ccc(F)cc32)c(=O)n(-c2ccccc2)n1C (stereo unspecified)	1.7	-0.2	-3	-2	-5.4	1.5	-28	-15	-1
23	COc1cc(NC(=O)C2CCCO2)c(OC)cc1Cl (stereo unspecified)	-4.4	-0.7	-2	2	-3.9	-1.8	-8	-12	1
24	C=CCOc1ccc2c(c1)c(=O)cc(C(=O)O)n2CC	-3.1	0.9	0	-5	-3.5	0.9	42	-14	-4
25	CCc1nc(SCc2ccc([N+](=O)[O-])cc2)n[nH]1	-5.2	-0.1	8	-2	-0.8	-1.6	-11	2	-4
26	N/C(=N\OC(=O)COc1ccc(Cl)cc1)c1cccnc1	0.9	1.4	2	-22	0.8	-1.6	-5	0	-5
27	COc1ccccc1NS(=O)(=O)c1cccc(NC(=O)Nc2ccccc2)c1	0.6	18	1	-9	-0.9	15	-8	-10	-10
28	O=C(CSCc1ccco1)NC1CCCC1	-1.3	0.7	-4	11	-0.3	-0.3	1	1	-4
29	Cc1nc2ccc(S(=O)(=O)NCC(=O)NCCc3ccc(Cl)cc3)cc2s1	-1.0	4.2	-24	3	-1.9	4.3	70*	-10	-5
30	CCCN1CCC(=O)N([C@H](CN=[N+]=[N-])CC(C)C)CC1	0.1	0.1	-15	-37	1.6	1.4	-30	-2	-9
31	CC(C)CNC(=O)COC(=O)c1ccccc1SCC(=O)NCC(C)C	-0.3	-0.5	-16	-2	-0.9	2.0	12	-8	-3
32	O=C(CNC1CCCC1)Nc1ccc(S(=O)(=O)N2CCCCC2)cc1	-3.1	0.2	-7	-4	-1.2	0.3	15	12	-10
33	Cc1ccccc1Cn1ccc(NC(=O)c2nn(C)cc2[N+](=O)[O-])n1	-0.2	0.8	-7	7	-3.1	1.3	-16	-14	2
34	CN(C)c1ccc(/C=N/N2C(=O)c3ccccc3C2=O)cc1	1.0	0.2	-4	-7	-0.5	-0.2	15	12	-2
35	COc1ccc(CN2C(=O)CCC2(C)C(=O)NCc2cccnc2)c(OC)c1 (stereo unspecified)	-1.0	-0.2	-5	6	-4.1	0.3	-4	14	-1
36	N#Cc1c(Cl)nsc1NC(=O)c1ccccc1	-2.0	12	-4	28	-3.2	16	57	3	-3
37	Cc1ccnc(SCc2cc(=O)c(OC(=O)c3ccco3)co2)n1	-1.9	-0.2	-3	4	-1.2	0.0	2	7	3
38	COc1ccc(F)cc1C(=O)C1CCCN(Cc2ccc(Sc3nncn3C)o2)C1 (stereo unspecified)	-0.4	0.3	2	-11	-1.4	0.1	40	9	-5
39	Cc1nc(NCc2ccccn2)c2ccccc2n1	-1.0	6.2	0	-2	-1.2	5.7	31	-8	0
40	CC1(C)NC(=O)N(CC(O)COc2cccc(F)c2)C1=O (stereo unspecified)	-1.2	0.5	-2	-5	-3.7	0.7	-14	-10	2

# Fetched one by one from above, 4 records:
item	Compound	VIM-2 inh	V1aR counter	DNA FID counter	NS3 helicase inh	IMP-1 inh	OXTR agonist	PHOSPHO1 block	GPR7 antag	GalR3 antag
21	O=C(Cc1n[nH]c(=O)c2ccccc12)Nc1cccc(S(=O)(=O)N2CCCC2)c1	2.1	0.5	-9	-5	-0.6	0.2	24	11	-5
22	Cc1c(C2(O)C(=O)Nc3ccc(F)cc32)c(=O)n(-c2ccccc2)n1C (stereo unspecified)	1.7	-0.2	-3	-2	-5.4	1.5	-28	-15	-1
34	CN(C)c1ccc(/C=N/N2C(=O)c3ccccc3C2=O)cc1	1.0	0.2	-4	-7	-0.5	-0.2	15	12	-2
28	O=C(CSCc1ccco1)NC1CCCC1	-1.3	0.7	-4	11	-0.3	-0.3	1	1	-4

# Among those listed so far, 3 contain a thiophene ring, fused or not:
item	Compound	VIM-2 inh	V1aR counter	DNA FID counter	NS3 helicase inh	IMP-1 inh	OXTR agonist	PHOSPHO1 block	GPR7 antag	GalR3 antag
3	O=C(N1CCOCC1)N1CCCC(c2nc(-c3cccs3)no2)C1 (stereo unspecified)	-5.0	0.3	-17	2	-3.5	2.4	1	-5	-6
4	Cc1cccc(Nc2ncccc2C(=O)NCc2cccs2)c1C	-0.3	3.5	-10	-15	-1.4	4.7	36	2	2
11	CCOC(=O)c1sc(NC(=O)CC)c(C#N)c1C	1.2	2.9	6	3	-3.4	-0.3	-5	-8	-4

# (further entries)
item	Compound	VIM-2 inh	V1aR counter	DNA FID counter	NS3 helicase inh	IMP-1 inh	OXTR agonist	PHOSPHO1 block	GPR7 antag	GalR3 antag
41	O=C(Nc1ccccc1)Nc1nc2ccccc2s1	0.1	6.4	3	-1	-0.7	5.1	16	1	-4
42	COc1ccc(N(CCCN2C(=O)c3cccc4cccc(c34)C2=O)C(=O)c2ccncc2)cc1	3.7	-1.0	-32	-7	-3.9	-1.5	-19	-2	-3
43	COc1cc(N)c(Cc2nccc3cc(OC)c(OC)cc23)cc1OC	-2.5	0.8	-5	-18	-4.1	0.1	37	-6	7
44	CC(=O)c1cccc(NC(=O)C(C)OC(=O)CNC(=O)c2ccc(C)s2)c1 (stereo unspecified)	-3.3	2.0	-6	13	-3.9	0.5	7	-14	-4
45	CCOc1cc(S(=O)(=O)NCCc2ccc(OC)c(OC)c2)c(OCC)cc1-n1cnnn1	-2.5	0.9	-24	-1	0.3	0.3	9	-9	-3
46	Cc1ccccc1CN(c1ccc(C(=O)NCC2CCCO2)cc1)S(C)(=O)=O (stereo unspecified)	-7.5	1.9	-28	1	-3.1	2.8	3	-5	3
47	CC(=O)c1c(CC(=O)O)[nH]n(-c2nc3ccccc3s2)c1=O	-5.0	0.1	-5	13	-3.9	0.5	15	6	-7
48	COCC1CCN(C(=O)c2cc(COc3ccc(-n4cncn4)cc3)on2)C1 (stereo unspecified)	0.3	2.4	-30	2	-2.9	0.1	-22	-13	-3
49	O=S(=O)(c1ccc(Cl)c(F)c1)N1CCC(c2nc(-c3ccncc3)no2)CC1	0.8	0.3	-3	-1	-2.9	-0.6	-1	0	-6
50	Cc1ccc(OCC(=O)N2CCOCC2)c([N+](=O)[O-])n1	-0.4	1.0	2	0	-2.2	0.6	44	-15	-7
51	O=C(O)CCC(=O)NNC(=O)c1ccc(Br)cc1	-3.5	0.4	2	-2	-3.4	0.8	3	0	-2
52	Cn1ncc(Br)c1NC(=O)c1cc(Cl)cc(Cl)c1	-2.5	0.1	-8	-4	-4.3	-0.9	25	-17	x
53	O=C(NC1CCCC1)c1cc(-c2ccc(Cl)c(Cl)c2)on1	-2.6	0.7	-16	-9	-2.7	0.4	8	0	-9
54	CCOc1ccc(C(=O)/C=C/Nc2ccc(S(=O)(=O)Nc3onc(C)c3C)cc2)cc1	-1.0	0.1	-29	15	-1.3	0.2	23	-2	1
55	N#CCSc1nnc(CNc2ccc(F)cc2)o1	-0.5	0.6	-4	16	-1.2	-0.2	8	-2	-2
56	O=C1COc2ccc(C(=O)COC(=O)Cn3cnc4ccccc43)cc2N1	1.3	1.9	-6	-2	0.7	0.1	25	24*	-5

# Assay outcomes (PubChem)

# Outcome played no part in choosing rows. Share with any hit: about 4.3%.
